Source: PubChem
RSV antiviral HEp-2: RSV antiviral activity via CPE protection, HEp-2 cells, primary 10 µM value included (AID 2391); one-dose CPE inhibition, % at 10 µM; IC50 in µM for titrated hits; HEp-2 cells, RSV-induced CPE inhibition; higher % means a stronger effect; 310,000 compounds, 0.13% hits; in the data active = a potency from the dose series; inconclusive = CPE inhibition mostly from about 23% at the one dose, without a potency; inactive = the rest, 99 in 100 with CPE inhibition below about 21%; also: strong numbers were not always called active
West Nile antiviral: inhibition of WNV-induced cytopathic effect – cell-based, CPE readout (AID 1621); West Nile virus-infected cells, CPE inhibition; higher % means a stronger effect; one-dose CPE inhibition, % at 10 µM; IC50 in µM for titrated hits; 290,000 compounds, 0.02% hits; in the data active = a potency from the dose series; inconclusive = CPE inhibition mostly from about 3.7% at the one dose, without a potency; inactive = the rest, 99 in 100 with CPE inhibition below about 2.2%; also: strong numbers were not always called active
CSM14.1 death rescue: protection against thapsigargin-triggered cell killing – 384-well, CSM14.1, ATP luminescence, primary screen (AID 1222). one-dose cellular ATP content (survival), % at 20 µM; EC50 in µM for titrated hits. 190,000 tested, under 10 active. CSM14.1 thapsigargin-induced death rescue, ATP luminescence; higher % means a stronger effect;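 active = EC50 below 50 µM in the dose-response confirmation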;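 also: death triggered by thapsigargin at about 15 µM added after 2 h compound pretreatment; cell ATP read after overnight thapsigargin exposure of roughly 18 to 22 hours; normalized against plate controls of thapsigargin alone and 5% DMSO vehicle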
Rac1 GTP hydrolysis: MgcRacGAP GTPase-activating activity inhibitors, confirmation, biochemical, ADP Hunter fluorescence; MgcRacGAP-stimulated Rac1 GTP hydrolysis, ADP Hunter fluorescence; higher % means a stronger effect; GST-tagged Rac1 F28L mutant substrate; 340,000 compounds, 0.6% hits; AID 624330; inhibition, % at 30 µM; hits with a dose series show IC50 in µM;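 active = first-screen hits whose inhibition reached a set limit at any dose in the follow-up dose series; inconclusive = inhibition above the set first-screen limit but never retested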;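 also: fluorescence reports GDP produced by GAP-driven GTP hydrolysis; strong numbers were not always called active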
PhoP inhibition: PhoP-dependent GFP reporter repression – Salmonella Typhimurium, primary screen (AID 1863); S. Typhimurium PhoP-regulated promoter GFP reporter, 4 h; higher % means a stronger effect; inhibition, % at 50 µM; hits with a dose series show IC50 in µM; 300,000 compounds, 0.16% hits;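 active = inhibition over 29.93%, a cutoff 3 SD above the screen mean, later confirmed by dose response; inconclusive = inhibition over 29.93% but no dose response follow-up; inactive = inhibition at most 29.93% or unconfirmed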;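 also: 0% = low Mg2+ inducing control and 100% = high Mg2+ repressing control; strong numbers were not always called active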
NS5 inhibitors: flavivirus cap methylation enzyme inhibition – biochemical, confirmation dose response, primary screen (AID 588689); Dengue-2 NS5 methyltransferase capping enzyme assay, biochemical; higher % means a stronger effect; inhibition, % at 25 µM; hits with a dose series show IC50 in µM; 340,000 compounds, 0.3% hits; in the data active = a potency from the dose series; inconclusive = inhibition above about 29% without an active follow-up result
GPR35 antagonists: GPR35 antagonists blocking zaprinast-driven arrestin recruitment, primary screen, imaging, U2OS, beta-arrestin-GFP, zaprinast agonist (AID 2058); U2OS GPR35 beta-arrestin-GFP translocation imaging, zaprinast antagonism; higher % means a stronger effect; 290,000 compounds, 0.052% hits; inhibition, % at 10 µM, or IC50 in µM where a hit was titrated;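 active = inhibition of at least 50% with at least 30 cells and total cytoplasm GFP at most 10,000,000; inconclusive = under 30 cells or total GFP of 10,000,000 plus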
LYP inhibition: inhibitors of LYP phosphatase, biochemical, fluorescence intensity, uHTS (AID 1779) | recombinant LYP phosphatase, fluorescence intensity; higher % means a stronger effect | inhibition, % at 11.5 µM, or IC50 in µM where a hit was titrated | 290,000 compounds, 0.054% hits; in the data active = inhibition above about 50%;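 also: plate controls were vehicle with enzyme for no effect and no enzyme for full effect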
SV40 large T antigen: TAg ATPase/helicase activity blockers – biochemical (AID 1903) | SV40 large T antigen ATPase/helicase inhibition assay; higher % means a stronger effect | one-dose inhibition, % at 20 µM; IC50 in µM for titrated hits | 310,000 compounds, 0.39% hits; in the data active = a potency from the dose series; inconclusive = inhibition mostly from about 32% at the one dose, without a potency; inactive = the rest, 99 in 100 with inhibition below about 32%; also: strong numbers were not always called active
Starred values were filed as active, the others as inactive; ? = inconclusive; · = no result given.

Start of the listing, in advance (8 entries):
Second line of a record: RSV antiviral HEp-2, West Nile antiviral, CSM14.1 death rescue, Rac1 GTP hydrolysis, PhoP inhibition, NS5 inhibitors, GPR35 antagonists, LYP inhibition, SV40 large T antigen
[1] COc1ccc(C(C2C(=O)CC(C)(C)CC2=O)C2C(=O)CC(C)(C)CC2=O)cc1
→ 1.5%, 0.3%, ·, 14%, -5%, 30µM*, -2%, -3%, 26%
[2] CCCc1nnc(NC(=O)CCC(=O)NCc2ccccc2OC)s1
→ 0.6%, -0.3%, -1.8%, 5%, -15%, -2%, 7%, -7%, 11%
[3] Cc1cc(OC(C)C(=O)NNC(=O)Nc2ccc(F)cc2F)cc(C)c1Cl (centres undefined)
→ 4.1%, -0.2%, ·, 3%, -2%, -5%, 3%, 0%, 12%
[4] COc1c(C(=O)NNC(=O)c2ccccc2)csc1Br
→ ·, 0.2%, ·, -1%, -1%, 1%, 3%, -8%, 10%
[5] CCOc1cc(/C=N/NC(=O)CCn2nnc3ccccc32)ccc1O
→ -1.4%, 0.0%, ·, ?, ·, 0%, 8%, 4%, 10µM*
[6] Cc1c(NC(=O)c2ccc(C(=O)Nc3c(C)n(C)n(-c4ccccc4)c3=O)cc2)c(=O)n(-c2ccccc2)n1C
→ 2.2%, -0.5%, ·, -1%, 6%, -2%, -9%, -7%, 4%
[7] COc1ccc(N2CCN(C(c3cccs3)C(C)NC(=O)C(=O)N3CCCCC3)CC2)cc1 (centres undefined)
→ -0.5%, -0.2%, ·, ?, 3%, 4%, 8%, -11%, 5%
[8] Cc1ccc(Cl)cc1NC(=O)COC(=O)c1ccccc1O
→ -1.1%, 0.1%, ·, 14%, -7%, -14%, 0%, -10%, 4%

The whole of this part (from the top)
Second line of a record: RSV antiviral HEp-2, West Nile antiviral, CSM14.1 death rescue, Rac1 GTP hydrolysis, PhoP inhibition, NS5 inhibitors, GPR35 antagonists, LYP inhibition, SV40 large T antigen
[1] COc1ccc(C(C2C(=O)CC(C)(C)CC2=O)C2C(=O)CC(C)(C)CC2=O)cc1
→ 1.5%, 0.3%, ·, 14%, -5%, 30µM*, -2%, -3%, 26%
[2] CCCc1nnc(NC(=O)CCC(=O)NCc2ccccc2OC)s1
→ 0.6%, -0.3%, -1.8%, 5%, -15%, -2%, 7%, -7%, 11%
[3] Cc1cc(OC(C)C(=O)NNC(=O)Nc2ccc(F)cc2F)cc(C)c1Cl (centres undefined)
→ 4.1%, -0.2%, ·, 3%, -2%, -5%, 3%, 0%, 12%
[4] COc1c(C(=O)NNC(=O)c2ccccc2)csc1Br
→ ·, 0.2%, ·, -1%, -1%, 1%, 3%, -8%, 10%
[5] CCOc1cc(/C=N/NC(=O)CCn2nnc3ccccc32)ccc1O
→ -1.4%, 0.0%, ·, ?, ·, 0%, 8%, 4%, 10µM*
[6] Cc1c(NC(=O)c2ccc(C(=O)Nc3c(C)n(C)n(-c4ccccc4)c3=O)cc2)c(=O)n(-c2ccccc2)n1C
→ 2.2%, -0.5%, ·, -1%, 6%, -2%, -9%, -7%, 4%
[7] COc1ccc(N2CCN(C(c3cccs3)C(C)NC(=O)C(=O)N3CCCCC3)CC2)cc1 (centres undefined)
→ -0.5%, -0.2%, ·, ?, 3%, 4%, 8%, -11%, 5%
[8] Cc1ccc(Cl)cc1NC(=O)COC(=O)c1ccccc1O
→ -1.1%, 0.1%, ·, 14%, -7%, -14%, 0%, -10%, 4%
[9] O=C(/C=C/c1ccccc1)NNC1=NS(=O)(=O)c2ccccc21
→ 0.5%, 1.0%, -1.4%, 6%, -8%, 4%, -1%, -5%, 1%
[10] Cc1cc(C)c2cc(C(=O)N3CCc4ccccc4C3)[nH]c2c1
→ 2.2%, 0.0%, ·, 13%, -13%, 2%, 16%, 3%, 9%
[11] Cc1c(C(=O)NNc2cc(=O)n(C)c(=O)n2C)cccc1[N+](=O)[O-]
→ -0.3%, 0.5%, -0.8%, 4%, -9%, -3%, 8%, -7%, 2%
[12] Cc1nonc1NC(=O)CSc1nc2c(C)cccc2cc1C#N
→ ?, -0.3%, -2.6%, 2%, -5%, 7%, -9%, -5%, 11%
[13] Cc1cc(C)cc(C(=O)Nc2cccnc2)c1
→ 4.2%, 0.2%, ·, 1%, -1%, 2%, 11%, -5%, 18%
[14] COc1ccc(-c2oc3ccc(-c4ccc5c(c4)OCO5)cc3c2-c2ccc(OC)nc2)cc1
→ 0.4%, 0.3%, ·, 11%, 3%, 10%, ·, ·, 11%
[15] CCN1CCn2c3c(c4cc(Br)ccc42)CCCC31 (centres undefined)
→ 1.7%, -0.2%, ·, 10%, ·, -7%, ·, ·, ·
[16] O=C(C1=C[C@@H](c2ccc(Br)cc2)C[C@@H](OCCCCO)O1)N1CCOCC1
→ 2.1%, -0.3%, -1.5%, 9%, -3%, -2%, 2%, -7%, 29%
[17] CN(Cc1nccn1C)C(=O)c1ccc2nc(Cc3ccccc3F)oc2c1
→ -0.6%, -0.3%, ·, -6%, -5%, -5%, -8%, -7%, 9%
[18] CCc1c(C)sc(NC(=O)c2cnn3cccnc23)c1C#N
→ 0.8%, 0.6%, -1.5%, -8%, 12%, 0%, -2%, -8%, 7%
[19] Cn1c2ccccc2c2nnc(SCCN3CCOCC3)nc21
→ ·, -0.3%, ·, -6%, ·, -8%, -16%, -8%, ·
[20] O=C(NCCN1CCOCC1)/C(=C\c1ccccc1F)NC(=O)c1ccccc1
→ 1.1%, -0.2%, ·, -4%, 2%, -4%, 8%, -12%, 9%
[21] Cn1c(N)c(N2CCCCC2)c(=O)n(CC(=O)Nc2ccc(Cl)c(Cl)c2)c1=O
→ 9.7%, -0.5%, 0.7%, -16%, 2%, -14%, -19%, 0%, 5%
[22] CCOc1cc(C(=O)NC(=S)Nc2nc(C)cc(C)n2)cc(OCC)c1OCC
→ 4.5%, -0.4%, ·, 9%, -3%, -2%, -5%, 3%, 7%
[23] CC(=O)N(C(C)=O)c1c(C#N)c(C)n(-c2ccccc2)c1C(=O)c1ccccc1
→ 0.0%, 0.3%, ·, 9%, -2%, 20%, -3%, -2%, 21%
[24] CCOc1ccccc1NC(=S)NNS(=O)(=O)c1c(C)cc(C)cc1C
→ 2.1%, 0.7%, -1.2%, 2%, -7%, -2%, -4%, 0%, 17%
[25] C=CCSc1nnc(NC(=O)c2ccc(NC(C)=O)cc2)s1
→ 0.1%, 0.7%, ·, 7%, -1%, -2%, -1%, -1%, 4%
[26] Cc1nc2ncnn2c(C)c1CCC(=O)N1CCCCC1
→ 1.8%, -0.5%, 0.0%, 2%, -15%, -1%, 7%, -7%, -1%
[27] CCOC(=O)c1cccc(N2C(=O)Nc3ccccc3N2O)c1
→ 1.2%, 0.6%, -1.4%, -3%, 2%, -3%, 2%, -5%, -1%
[28] O=C(N/N=C/c1cccnc1)c1ccc(S(=O)(=O)N2CCCCCC2)cc1
→ 1.4%, 0.0%, ·, 3%, -11%, -14%, 13%, -5%, 12%
[29] COc1cccc(NC(=O)N(Cc2ccco2)C(C)c2cccs2)c1 (centres undefined)
→ 3.9%, -0.2%, -1.0%, 3%, -1%, 0%, 3%, 0%, 14%
[30] Cc1cccc(C(=O)NC(=S)Nc2ccccc2C(F)(F)F)c1
→ 1.2%, -0.6%, -1.7%, 12%, 8%, -6%, -8%, 6%, 12%

(listing goes on)
Second line of a record: RSV antiviral HEp-2, West Nile antiviral, CSM14.1 death rescue, Rac1 GTP hydrolysis, PhoP inhibition, NS5 inhibitors, GPR35 antagonists, LYP inhibition, SV40 large T antigen
[31] CCn1ncc([N+](=O)[O-])c1C(=O)N1CCc2ccccc2C1
→ 2.5%, -0.4%, ·, -3%, 1%, 1%, 14%, -3%, 8%
[32] CC(OC(=O)CNC(=O)c1cccs1)C(=O)Nc1ccc(S(N)(=O)=O)cc1 (centres undefined)
→ 1.0%, ·, ·, -4%, 5%, -2%, ·, ·, -3%
[33] N#CC(C#N)=C1CCc2ccccc2N1
→ 1.0%, 0.1%, 1.3%, 7%, 7%, -6%, 4%, 4%, 4%
[34] Cc1cccc(N2CCN(C(=S)c3ccc([N+](=O)[O-])cc3)CC2)c1
→ 9.1%, -1.4%, -6.3%, 4%, -2%, -1%, 24%, 11%, 5%
[35] CSc1ccc(CCNC(=O)c2ccc(CS(=O)Cc3ccccc3Cl)o2)cc1 (centres undefined)
→ 8.0%, -0.1%, ·, 8%, -6%, -3%, -13%, -10%, 9%
[36] Cc1n[nH]c(C)c1N1C(=O)c2cccc3c(Br)ccc(c23)C1=O
→ 2.5%, 0.3%, -1.3%, 9%, 1%, 3%, 9%, 3%, 7%
[37] CN1CCOC(=O)/C1=N/Nc1cc(Cl)ccc1Cl
→ -1.5%, -0.4%, -2.8%, 6%, 2%, -9%, -2%, -1%, 8%
[38] COc1ccc(/C=C(\NC(=O)c2ccccc2)C(=O)N/N=C/c2ccncc2)cc1
→ 0.3%, -0.4%, 1.1%, 12%, -1%, -1%, 8%, -5%, 8%
[39] CCN(CC)CCCNC(=O)c1nn(-c2cccc(OC)c2)c(=O)c2ccccc12
→ -0.8%, -0.3%, -2.0%, 8%, 5%, 1%, 11%, 1%, 2%
[40] CC1(C)C(=O)OC(/C=C\c2cccc([N+](=O)[O-])c2)C(C)(C)C1=O (centres undefined)
→ 0.3%, -0.7%, -0.6%, 3%, 5%, -1%, -3%, -9%, 10%
[41] COc1ccc(N2CCN(C3=CC(=O)N(c4cccc(Cl)c4)C3=O)CC2)cc1
→ 0.6%, -0.2%, -0.3%, 9%, 2%, 3%, -10%, 0%, 11%
[42] Cn1c(NCc2ccccc2Cl)nc2ccccc21
→ 3.1%, -0.1%, ·, -3%, ·, -8%, ·, ·, ·
[43] Cc1cccc(CSc2ncnc3nc[nH]c23)c1
→ 1.2%, -0.1%, ·, 10%, 10%, -5%, -7%, -4%, 0%
[44] O=C(Nc1cccc(Br)c1)c1ccc2nc(N3C(=O)CCC3=O)sc2c1
→ 5.4%, 0.2%, 0.8%, 2%, -6%, -4%, -4%, -7%, 4%
[45] CCCCN(C)CCCNC(=O)c1cccc(N2CCCC2=O)c1
→ 0.7%, 0.1%, 0.3%, 3%, 8%, 2%, -10%, -7%, 7%
[46] O=S(=O)(NCC1(N2CCOCC2)CCCCC1)c1ccc(Cl)cc1C(F)(F)F
→ 1.8%, -1.5%, ·, 7%, 0%, -3%, -6%, -3%, 34%
[47] Cn1cc(CN(CCO)Cc2cccs2)c(-c2ccccc2F)n1
→ 0.1%, -0.9%, 1.3%, 8%, -1%, -8%, 4%, -6%, 6%
[48] Cc1cc(C)nc(SCC(=O)c2ccc(Cl)cc2)n1
→ 1.5%, -0.5%, ·, 6%, 6%, -8%, 10%, -6%, 11%
